Screens: PubChem BioAssay, several laboratories
PPARg SRC3 recr: promotes SRC-3 coactivator recruitment by human PPARgamma; AID 731; activation, % at 8 µM; 200,000 tested, 0.26% active; biochemical PPARgamma/SRC-3 coactivator recruitment assay; P37231; in the data active means activation above about 23%;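 further: 0% = DMSO and 100% = reference agonist; some compounds past the cut are filed as inactive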
Target sequence (P37231 whole entry, looked up): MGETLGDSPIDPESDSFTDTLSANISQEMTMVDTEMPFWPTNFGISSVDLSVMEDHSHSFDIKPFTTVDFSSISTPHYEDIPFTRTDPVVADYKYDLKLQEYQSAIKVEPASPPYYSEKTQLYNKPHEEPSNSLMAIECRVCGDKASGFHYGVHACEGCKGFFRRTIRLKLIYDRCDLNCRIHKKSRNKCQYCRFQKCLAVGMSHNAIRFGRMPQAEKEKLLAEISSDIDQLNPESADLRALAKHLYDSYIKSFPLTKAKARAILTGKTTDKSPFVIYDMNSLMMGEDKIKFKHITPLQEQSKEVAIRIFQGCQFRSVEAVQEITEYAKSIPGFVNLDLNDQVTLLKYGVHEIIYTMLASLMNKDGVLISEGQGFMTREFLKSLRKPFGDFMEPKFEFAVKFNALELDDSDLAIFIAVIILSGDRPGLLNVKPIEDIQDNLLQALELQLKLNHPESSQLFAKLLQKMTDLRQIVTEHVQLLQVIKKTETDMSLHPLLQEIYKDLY
DTT redox prof: compounds producing H2O2 with reducing agent – biochemical, NIH compound library profiling, artefact control for MLSCN library redox annotation, primary screen; DTT-dependent redox cycling H2O2, phenol red/HRP absorbance; 100% = 100 µM peroxide control, 0% = buffer; activation, % at 10 µM; 200,000 tested, 0.03% active; AID 878;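 active means activation of at least 50% relative to the plate's high and low controls in the primary single-dose screen; inactive means activation below 50%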;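 further: compound incubated with DTT at 0.8 mM final as the reducing agent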
PPARg SRC2 recr: agonists of SRC-2 recruitment by human PPARgamma; P37231; PPARgamma LBD-SRC-2 recruitment, biochemical; activation, % at 8 µM; 200,000 tested, 0.34% active; in the data active means activation above about 22%;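 further: 0% = vehicle and 100% = reference agonist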
ROMK primary: modulators of human ROMK potassium channel; AID 1918; 130,000 tested, 2% active; B-score at 10 µM; P48048; Tet-inducible ROMK, thallium flux fluorescence; actives lie on both sides;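 active means signal ratio slope over the read window, or its plate-corrected B-score, at least 3 SD from the plate mean, either direction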;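 further: B-score of the F/F0 ratio slope over 7 to 12 s after thallium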
bIAP inhibitor: blocks bovine intestinal alkaline phosphatase activity; AID 1019; purified bovine IAP, CDP-star luminescence, 30 min; inhibition, % at 20 µM; 190,000 tested, under 10 active;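 active means over 50% inhibition of intestinal alkaline phosphatase at 20 µM in the single-dose screen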
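Assay system: bovine IAP enzyme; medium: DEA buffer 100 mM, pH 9.8, with MgCl2 1.0 mM, ZnCl2 0.02 mM; doses: 20 µM single dose; incubation: enzyme reaction for 30 min at room temperature; detection: CDP-star luminescence signal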
Efa HMGR inh: blocks class II HMG-CoA reductase of Enterococcus faecalis | 190,000 tested, 0.41% active | purified E. faecalis HMGR, NADPH absorbance 340 nm kinetic | inhibition, % at 10 µM | AID 1066;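 active means inhibition above a set limit, the median over all tested compounds plus 3 SD, cut at about 9.5% in these data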;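 further: enzyme runs in reverse so mevalonate oxidation gives rising NADPH absorbance; 0% = complete reaction with DMSO and 100% = background rate lacking mevalonate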
L major viab: Leishmania major promastigote growth inhibition; Leishmania major promastigotes, resazurin fluorescence viability; inhibition, % at 10 µM; 200,000 tested, 9% active; AID 1063; in the data active means inhibition above about 50%;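 further: promastigotes grown with compound for 44 hours at 28 °C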
PPARg SRC-1 ag: PPARgamma-driven SRC-1 recruitment agonism; P37231; PPARgamma-SRC-1 coactivator recruitment biochemical assay; activation, % at 8 µM; 200,000 tested, 0.41% active; AID 631; in the data active means activation above about 19%;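 further: 0% = DMSO and 100% = reference agonist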
RAM inhibit: inhibitors of the yeast RAM network; S. cerevisiae dse1pr::URA3 reporter, 5-FOA growth OD615, 2 d; analog-sensitive cbk1-as2 kinase mutant strain; 190,000 tested, 1.8% active; inhibition, % at 50 µM;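 active means inhibition above a set limit, 3 SD over mean compound inhibition, cut at about 8.4% in these data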;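 further: 0% = DMSO-only wells with no growth and 100% = 10 µM 1-NA-PP1 full growth; inhibition rescues growth on 5-FOA so higher OD means more RAM inhibition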
TR-FRET SRC-2 ct: TR-FRET artefact, counter-screen to PPARgamma/SRC-2 agonist assay | hits give high values | TR-FRET ratio at 8 µM | 200,000 tested, 0.4% active; in the data active means TR-FRET ratio above about 2000; further: inactives centre near 1500; reference of the scale not given here
S1P3 antag: antagonists of human S1P3 receptor. Q99500. inhibition, % at 4.98 µM. CHO S1P3 NFAT-BLA reporter, FRET fluorescence, antagonist mode. 170,000 tested, 0.27% active;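 active means inhibition above the plate cutoff, the mean inhibition of test wells on that plate plus 3 SD, cut at about 28% in these data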;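 further: cells challenged with S1P at its EC80 of 0.8 µM; blue over green emission ratio from cleaved BLA substrate after 4 h stimulation; 0% = S1P-stimulated wells and 100% = unstimulated DMSO-only wells; some compounds past the cut are filed as inactive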
Target sequence (Q99500 whole entry, looked up): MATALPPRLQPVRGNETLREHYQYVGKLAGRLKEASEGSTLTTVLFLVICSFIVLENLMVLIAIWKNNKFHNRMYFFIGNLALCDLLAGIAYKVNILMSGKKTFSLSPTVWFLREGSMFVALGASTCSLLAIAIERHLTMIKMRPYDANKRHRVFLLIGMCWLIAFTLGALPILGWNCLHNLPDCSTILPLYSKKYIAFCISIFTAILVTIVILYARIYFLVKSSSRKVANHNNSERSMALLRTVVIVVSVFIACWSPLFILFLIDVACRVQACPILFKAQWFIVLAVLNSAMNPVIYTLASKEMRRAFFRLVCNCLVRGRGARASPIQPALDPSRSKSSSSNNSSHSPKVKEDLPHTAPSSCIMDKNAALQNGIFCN
* marks the source's active call; other numbers are inactive results; / = no result given.

Order of values: PPARg SRC3 recr	DTT redox prof	PPARg SRC2 recr	ROMK primary	bIAP inhibitor	Efa HMGR inh	L major viab	PPARg SRC-1 ag	RAM inhibit	TR-FRET SRC-2 ct	S1P3 antag
> N#CC1=C(N)N(c2ccc(Br)cc2)C2=C(C(=O)CCC2)C1c1cccnc1 (centres undefined)
    1.2	0.5	0.3	0.461	3.0	-3.0	-4.2	1.5	1.0	1715	-2.7
> O[C@@H](CNC[C@H](O)c1ccccc1)c1ccccc1
    14.2	-0.1	-0.6	-1.36	1.3	-5.3	-2.1	-1.7	0.8	1785	/
> Cc1nn(-c2ccccc2)c(C)c1/C=N/NC(=O)c1cc(C2CC2)[nH]n1
    11.0	-1.1	8.4	/	-32.7	-1.9	-1.8	3.0	-0.1	1556	/
> Cc1c(NS(=O)(=O)c2ccc3c(c2)OCCO3)cccc1-c1nc2cccnc2s1
    3.1	-1.0	-2.7	/	-16.9	-7.7	-5.8	9.9	1.7	1991*	/
> Cn1c(=O)c(-c2cc(Br)ccc2N)nc2ccccc21
    9.0	0.6	2.0	-1.01	16.3	-2.7	1.5	4.3	0.7	1611	/
> O=C(NCCc1cn2ccccc2n1)c1ccccc1F
    -6.6	1.6	3.9	/	3.3	-1.9	-1.2	2.0	3.6	1561	1.7
> CC1=CCC2C(=O)N(c3ccc(C(=O)N4CCCCCC4)cc3)C(=O)C2C1 (centres undefined)
    -5.1	-0.1	12.0	1.56	-4.8	-3.6	-6.6	4.4	2.1	1450	/
> COc1ccc2cc(C(=O)C3CCCN(C(=O)c4cc5nc(C)cc(C)n5n4)C3)ccc2c1 (centres undefined)
    -3.1	-2.0	-0.5	0.0923	2.1	-5.5	4.9	3.5	0.4	1706	-2.6
> COc1ccc(CCNC(=O)CS(=O)(=O)c2cn(CC(=O)N3CCOCC3)c3ccccc23)cc1OC
    3.9	-0.4	-7.1	0.0793	-0.7	-6.0	-10.4	1.9	1.1	1436	5.6
> CCc1nc(SCC(=O)N2CCOCC2)c2c(=O)n(C)c(=O)n(C)c2n1
    -5.5	-0.4	-0.6	/	7.0	-7.2	3.0	0.4	1.2	1517	0.0
> O=C(NCCOC(=O)c1ccncc1)c1ccccc1
    -4.6	0.0	0.3	1.23	-14.9	-1.0	-2.4	-4.1	2.2	1553	-2.5
> CC(C)(C)c1ccc(-c2nc3n(c(=O)c2C#N)CCS3)cc1
    0.1	-0.2	-8.4	0.565	-1.1	-1.5	26.8	1.3	0.0	1413	-19.9
> Clc1cccc(NC2=NCCC2)c1
    -5.5	-0.1	8.7	-0.184	26.3	1.6	-5.1	3.0	0.0	1463	/
> Brc1ccc2nc3c(n2c1)CCCC3
    0.7	-0.5	-3.2	/	1.4	0.2	0.8	1.3	1.5	1555	15.0
> NC(=O)NCc1ccccc1
    0.6	-0.8	-2.3	/	8.4	-2.4	-4.1	-0.6	0.1	1589	-1.5
> CCOC(=O)C1CCCN(C(=O)c2cc3nc(-c4ccc5c(c4)OCO5)cc(C(F)(F)F)n3n2)C1 (centres undefined)
    12.8	0.6	11.4	/	4.3	-2.1	9.4	5.4	2.2	1523	/
> Cc1ccn(CC(C)C(=O)O)n1 (centres undefined)
    3.3	-0.1	-4.9	0.0232	-2.5	1.4	-8.0	-7.7	1.9	1357	-7.8
> O=C(O)CCN1CC2([N+](=O)[O-])C=CC(=O)C([N+](=O)[O-])(C1)C2CC(=O)c1ccccc1 (centres undefined)
    1.5	0.5	-1.8	/	25.5	-0.9	-1.4	-0.7	3.5	1518	10.1
> Cc1ccc(-c2cn3c(n2)CCCC3)cc1
    -3.6	4.8	-2.7	1.02	0.8	-3.9	0.9	-2.2	0.8	1436	-19.3
> COCCN(C(=O)c1ccco1)c1nnc(-c2ccc(OC)cc2)s1
    0.3	2.1	0.2	/	-2.3	-4.6	0.7	2.9	4.9	1575	/
> CCOP(=O)(c1ccccc1Cl)C1(O)CCCCC1 (centres undefined)
    2.1	0.3	2.8	0.905	5.1	0.8	-4.2	-1.9	1.2	1484	-20.6
> CN(C)N1C(N)=C(C#N)C(c2ccccc2)C2=C1CCCC2=O (centres undefined)
    -3.0	-0.1	4.4	/	12.1	1.9	0.0	4.4	-0.1	1705	-7.9
> O=C1c2ccccc2C(=O)N1c1nc2nccc(-c3ccccc3)n2n1
    -6.7	2.1	0.1	/	6.5	-0.1	-4.2	-0.4	3.8	1464	-1.9
> Cc1cccc(NC(=O)NCC(F)(F)F)n1
    -7.1	0.1	-0.8	0.607	1.5	2.5	-3.8	-6.2	0.3	1539	/
> CC1CCCCC1NC(=O)CN(C)S(=O)(=O)c1cccc2nsnc12 (centres undefined)
    13.9	-0.1	11.1	0.144	1.8	-8.2	0.1	13.6	5.3	1780	7.9
> Cc1c(Cl)cccc1NC(=S)N1CCC(N(C)CC2CCCO2)CC1 (centres undefined)
    4.8	-1.5	-2.8	/	-0.1	-2.9	83.5*	4.0	-0.5	1563	-5.0
> O=C(Cc1ccccc1)Nc1ccc2oc(-c3cccnc3)nc2c1
    2.8	4.7	6.3	0.54	12.6	-7.4	13.3	2.4	0.3	1659	37.2
> CCSCCOC(=O)C1=C(C)N(C)C(=O)NC1c1cc(OC)ccc1OC (centres undefined)
    -1.9	-0.3	-0.1	0.729	-5.3	-3.2	15.6	-12.6	-0.8	1555	22.0
> NC(=O)N1c2ccccc2C=Cc2ccccc21
    4.5	0.5	-5.3	/	13.2	3.3	-6.3	12.1	0.7	1473	-3.4
> Cc1csc(NC(=O)c2cc[n+]([O-])cc2)n1
    3.1	-0.5	5.3	0.429	-3.6	-7.7	-1.0	3.2	0.8	1930	1.5
> CCOc1ccc(S(=O)(=O)Nc2ccccc2C(=O)Nc2ccccc2N2CCOCC2)cc1
    -11.9	2.0	8.2	/	2.7	-1.9	19.3	4.6	8.8*	1326	7.4
> CCOC(=O)C1(Cc2ccccc2)CCN(Cc2cc(OC)c3c(c2)OCO3)CC1
    0.8	-0.9	7.4	-1.54	-9.2	0.9	91.1*	0.5	1.5	1389	-5.8
> O=C(CSc1ccc2nnc(-c3ccccc3)n2n1)NCc1ccc2c(c1)OCO2
    8.8	-1.5	0.6	/	9.7	3.3	-2.1	6.7	2.6	1608	/
> COc1ccc(-n2ncc3c(NC(C)C)ncnc32)cc1
    7.7	2.4	6.1	-0.527	3.3	-6.5	8.9	18.9*	-0.1	1605	22.6
> O=C(Nc1nccs1)c1cccc(S(=O)(=O)N2CCCCC2)c1
    1.2	0.5	-1.3	-0.925	-4.2	-5.8	1.0	-2.8	1.6	1529	-6.3
> CO/N=C/c1ccc(N2CCN(C(=O)c3cccc(C(F)(F)F)c3)CC2)c([N+](=O)[O-])c1
    13.8	1.8	1.9	/	9.7	-5.1	32.9	2.1	8.1	1554	/
> COc1ccc(C2=NN(C(=O)c3ccc(Cl)c([N+](=O)[O-])c3)C(c3ccccc3)C2)cc1 (centres undefined)
    0.9	-0.7	12.7	-0.0216	1.6	-4.3	32.5	11.9	2.1	1567	-5.0
> CN(c1nnc(N)s1)C1CCCCC1
    -1.9	0.8	-8.5	0.924	17.1	-2.8	-9.1	1.8	0.3	1402	94.8*
> Cn1c(N)c(Br)c(-c2ccc(F)cc2)c(C#N)c1=O
    4.9	0.3	7.5	0.411	0.9	-8.6	2.2	-2.2	2.4	1521	3.4
> CC1CCN(CC(O)COCCOc2ccc(Br)cc2)CC1 (centres undefined)
    4.8	0.3	8.5	/	10.2	-2.7	82.3*	1.6	1.5	1535	0.7
> CC/C(C)=N/N1C(=O)c2ccccc2NC1(C)CC (centres undefined)
    -2.9	-0.4	-4.0	-0.00241	-3.5	-0.2	1.5	-1.5	0.0	1459	-7.1
> COc1ccc(OC)c(/C=C/C(=O)N(C)CC(=O)Nc2ccc(C)cc2)c1
    -0.2	-0.1	0.5	0.09	4.3	-2.5	1.9	-4.5	0.6	1358	-3.1
> COc1ccc(C(=O)Nc2ccc(Cc3ccncc3)cc2)cc1Br
    5.0	-0.4	2.3	0.154	-14.2	6.5	1.5	3.9	0.9	1522	-9.0
> COc1ccc(C(C#N)N2CCCCC2)cc1OC (centres undefined)
    5.5	3.3	0.4	/	2.2	-3.0	-3.9	-2.5	0.3	1493	14.3
> Cc1ccc2nc(SCC(=O)Nc3nonc3N)[nH]c2c1
    7.4	0.1	3.5	-0.764	-40.0	-2.0	-3.3	7.8	2.0	1620	-1.9
> CCOC(=O)c1ccc(NC(c2ccc(N(C)C)cc2)P(=O)(OC(C)C)OC(C)C)cc1 (centres undefined)
    3.9	-2.5	3.4	-0.0129	-1.9	-1.3	29.4	4.2	-0.1	1872	2.5
> O=[N+]([O-])c1ccccc1Oc1ccc(C(F)(F)F)cn1
    -1.0	-0.3	4.9	-0.384	-3.0	-0.8	3.2	0.7	3.1	1620	3.7
> COc1ccc(/C=C/C(=O)NC(=S)Nc2ccc(C(=O)O)cc2)cc1
    3.4	0.0	-0.8	0.676	6.8	-3.9	68.9*	10.3	0.4	1622	-20.9
> Cc1ccc(C2NS(=O)(=O)N=C2N)cc1 (centres undefined)
    -7.3	0.1	-7.4	0.0552	6.4	-0.9	-4.2	-1.6	1.5	1436	/
> O=C(Nc1ccccc1)N1CCN(Cc2ccccc2)CC1
    5.1	1.9	3.9	-0.796	6.9	1.1	-1.1	0.1	-0.3	1388	/

Following part.
Order of values: PPARg SRC3 recr	DTT redox prof	PPARg SRC2 recr	ROMK primary	bIAP inhibitor	Efa HMGR inh	L major viab	PPARg SRC-1 ag	RAM inhibit	TR-FRET SRC-2 ct	S1P3 antag
> Nc1nonc1-c1nc2ccccc2n1CC(=O)NC1CCCC1
    -4.2	0.2	1.3	-0.215	8.0	1.2	-8.5	-4.5	1.4	1684	16.2
> CCOc1ccc(C(=O)Nc2ccc(NC(=S)NC(=O)CC)cc2)cc1Cl
    -5.4	0.5	0.9	/	20.9	0.3	1.0	6.7	2.4	1860	-7.9
> Cc1n[nH]c(C)c1S(=O)(=O)N1CCCC(C(=O)NCc2ccccc2Cl)C1 (centres undefined)
    -2.3	0.7	-1.4	0.638	29.7	1.0	-2.7	-0.5	4.2	1584	4.4
> CCOC(=O)c1sc(NC(=S)NC(=O)c2ccccc2)c(C(=O)OCC)c1C
    1.8	-0.3	-13.2	/	0.6	-0.8	29.6	-7.0	4.9	1489	-4.3
> COc1ccc(/C=N/NC(=S)Nc2ccccc2[N+](=O)[O-])cc1O
    4.6	0.1	4.6	0.0116	24.9	-6.1	56.8*	-3.0	2.3	1713	-4.2
> COc1cc(NS(=O)(=O)c2ccc(N/C=C(\C#N)c3nc4ccccc4o3)cc2)nc(OC)n1
    7.3	-2.7	-0.7	/	-11.4	0.4	-9.3	11.7	4.1	1590	/
